M. tuberculosis HTS: M. tuberculosis growth inhibition, HTS (AID 449762); M. tuberculosis H37Rv growth inhibition, 7H9 media; higher % means a stronger effect; inhibition, % at 25 µM, or IC50 in µM where a hit was titrated; 0.59% of 330,000 active; in the data active = a potency from the dose series; inconclusive = inhibition above about 70% without an active follow-up result;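 also: bacterial growth assessed after seven days of incubation; strong numbers were not always called active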
influenza NS1A: NS1A inhibition, H1N1 influenza, cell based functional assay (AID 504329). 0.3% of 340,000 active. inhibition, % at 12.5 µM; hits with a dose series show IC50 in µM. NS1A functional cell-based assay, percent inhibition; higher % means a stronger effect; in the data active = a potency from the dose series; inconclusive = inhibition above about 27% without an active follow-up result; also: strong numbers were not always called active
tuberculosis growth: growth inhibition of non-replicating M. tuberculosis (AID 488890); 0.39% of 320,000 active; inhibition, % at 25 µM; hits with a dose series show IC50 in µM; Mycobacterium tuberculosis non-replicating, growth inhibition; higher % means a stronger effect; in the data active = a potency from the dose series; inconclusive = inhibition mostly from about 82% at the one dose, without a potency; inactive = the rest, 99 in 100 with inhibition below about 76%;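 also: plate controls were DMSO cells for no effect and high antibiotic wells for full effect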
Salmonella PhoP GFP: PhoP regulon inhibitors, Salmonella typhi PhoP promoter GFP reporter, confirmatory (AID 1850). inhibition, % at 50 µM, or IC50 in µM where a hit was titrated. 0.33% of 310,000 active. Salmonella Typhi PhoP-promoter GFP reporter, fluorescence, 4 h; higher % means a stronger effect; in the data active = a potency from the dose series; inconclusive = inhibition mostly from about 25% at the one dose, without a potency; inactive = the rest, 99 in 100 with inhibition below about 19%;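 also: 0% = induced wells with vehicle and 100% = uninduced wells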
inhibitors of VEEV: inhibitors of VEEV TC-83 cytopathic effect, confirmation, Vero cells (AID 588727); Vero cells, VEEV TC-83 cytopathic effect inhibition; higher % means a stronger effect; one-dose inhibition, % at 20 µM; IC50 in µM for titrated hits; 0.13% of 350,000 active; in the data active = a potency from the dose series; inconclusive = inhibition mostly from about 14% at the one dose, without a potency; inactive = the rest, 99 in 100 with inhibition below about 12%; also: strong numbers were not always called active
inhibitors of VEEV 10K pilot screen: further read-out of inhibitors of VEEV, marked with its call; inhibition, %; measured here: 10K pilot screen inhibition
Starred values were filed as active, the others as inactive; i = inactive; u = inconclusive; x = no result given. The order is random; overall some 1.6% were active at least once.

SMILES | M. tuberculosis HTS | influenza NS1A | tuberculosis growth | Salmonella PhoP GFP | inhibitors of VEEV | others
CC(C)NC(=O)CSc1nccc(-c2cccs2)n1 | 1% | 9% | -8% | 7% | 2.0%
O=C(NCC(=O)N(c1cccnc1)C(C(=O)NC1CCCC1)c1ccco1)c1cccs1 (stereo not drawn) | -6% | 4% | 4% | 9% | 0.5%
NC(=S)N/N=C1\CC(n2nnnc2-c2ccccc2Cl)C2COC1O2 (stereo not drawn) | -5% | 13% | 7% | 2% | 0.8%
CCOC(=O)CN1NC2(CCCCCCC2)NC1=S | -6% | -1% | 4% | 3% | i
COc1ccc(OC)c(Nc2nc(N)c([N+](=O)[O-])c(NCc3ccccc3)n2)c1 | 2% | x | -12% | -14% | 2.8%
Cc1cc(N2CCN(c3ccccc3)CC2)n2nnnc2n1 | -10% | 1% | x | -2% | i
Cc1ccc(S(=O)(=O)NCCSc2nncn2C)cc1 | -11% | 7% | -7% | 9% | 0.8%
Cc1ccc(/C=N/NC(=O)c2ccc3ccccc3c2)s1 | 43% | 16% | -4% | -10% | 6.7%
O=C(/C=C/c1cccc([N+](=O)[O-])c1)NCc1cccnc1 | -2% | -4% | 0% | 2% | 0.4%
COC(=O)[C@]1(C)CCC[C@@]2(C)C3CC[C@@]4(C)C[C@]3(CCC21)CC(=O)N4 (stereo partly drawn) | -7% | 5% | -18% | x | i
COC(=O)c1nn(C23CC4CC(CC(C4)C2)C3)c2c1C(=O)N(c1ccc(Br)cc1)C2=O | 2% | 0% | 0% | -1% | 3.8%
COc1cc2c(cc1OC)C(c1ccc(-c3ccc(Cl)c(Cl)c3)o1)=NCC2 | u | 0% | u | -9% | i
CC(C)c1onc(C(=O)Nc2ccc3c(c2)OCO3)c1[N+](=O)[O-] | 4% | -8% | 42% | 3% | 3.0%
C[C@@H](CN1CCC[C@H]1CN1C(N)=NC[C@@H]1Cc1ccccc1)N1C[C@@H](Cc2ccccc2)N(CCc2ccc(Cl)c(Cl)c2)C1=N | u | 19% | u | x | i
CCN(CC)C(=O)C1CCCN(C(=O)c2cc(COc3ccc4ncccc4c3)on2)C1 (stereo not drawn) | 2% | 4% | 11% | 10% | 6.8%
C=CCNc1nc(C(=O)OCC(=O)NCc2cccc(Cl)c2)cs1 | -9% | -10% | 78% | x | 0.2%
CCn1c(=O)n(CC)c2cc(NS(=O)(=O)c3ccccc3)ccc21 | 0% | -5% | x | 0% | 10%
Cc1ccc(-n2[nH]c(C)c(/C=N/Nc3ccc([N+](=O)[O-])cc3[N+](=O)[O-])c2=O)cc1 | 11% | 25% | u | -1% | 1.5%
O=S(=O)(Nc1cccc(-c2nc3cccnc3s2)c1)c1ccc2c(c1)CCCC2 | 4% | 12% | 9% | -2% | 0.5% | inhibitors of VEEV 10K pilot screen=1.2
CSCC[C@H](NC(=O)OC(C)(C)C)c1nnc(SCC(=O)Nc2c(C)cccc2C)o1 | -9% | -4% | -7% | 4% | 2.0%
COCCNc1cnn(-c2ccccc2)c(=O)c1Cl | 4% | -1% | -7% | -2% | 0.1%
COC(=O)Cn1c(O)c(N=NC(=O)OC)c2ccccc21 | -1% | -5% | 4% | 22% | i
COc1ccccc1S(=O)(=O)Cc1ccc(C(=O)NC2CCCCCC2)o1 | -7% | 5% | 1% | -8% | 2.0%
CC(C)CCNC(=O)COc1cccc2c1OC(C)(C)C2 | -4% | 1% | 49% | 5% | i
COc1cc2c(cc1OC)C(Nn1cnnc1)=NC1(CCCC1)C2 | 6% | -2% | -4% | 2% | 5.2%

More entries:
SMILES | M. tuberculosis HTS | influenza NS1A | tuberculosis growth | Salmonella PhoP GFP | inhibitors of VEEV | others
COc1ccc(Cn2nnnc2C(c2cc3cccc(C)c3[nH]c2=O)N2CCN(C)CC2)cc1 (stereo not drawn) | -6% | 2% | 12% | 3% | 1.8%
CC1=NN(C(N)=S)C(=O)C1N=Nc1ccc(F)cc1 (stereo not drawn) | x | -3% | x | x | 1.8%
O=C(OCc1nnc(-c2ccccc2)o1)c1cc2ccccc2cc1O | 15% | -13% | 62% | -37% | 2.1%
CCN(C[C@H]1N[C@@](CC)(C(=O)OC)[C@H]2C(=O)N(C)C(=O)[C@@H]12)S(=O)(=O)c1ccc(-c2ccccc2)cc1 | 2% | 3% | 20% | x | 0.9%
Cc1ccc(C(=O)N2CCCC(C(=O)c3cc(F)ccc3F)C2)s1 (stereo not drawn) | 1% | -10% | 62% | 3% | 2.5%
CC(C)(C)NC(=O)C1N(c2cccnc2)C(=O)C2C(C(=O)Nc3ccccc3F)C3(C)C=CC21O3 (stereo not drawn) | -7% | 5% | -7% | 3% | 1.2%
CN1C(=O)/C(=C2\SC(=S)N(C(CCC(=O)O)C(=O)O)C2=O)c2ccccc21 (stereo not drawn) | -1% | -1% | 6% | 5% | i
CSc1nnc2ccc(-c3cccs3)nn12 | 2% | 13% | -1% | 2% | 1.9%
O=C(O)CN1CCN(Cc2ccc(Cl)cc2)C1=O | -3% | -3% | -12% | -6% | 0.2%
CCOc1ccccc1OCCCC(=O)N1CCN(S(=O)(=O)c2cc(F)ccc2F)CC1 | x | 0% | x | x | 3.0%
COc1cc(NS(=O)(=O)c2ccc(Nc3nc(-c4ccccn4)cs3)cc2)nc(OC)n1 | 6% | -6% | 1% | -1% | 6.4% | inhibitors of VEEV 10K pilot screen=0.2
CC(C)CCn1c(SCC(=O)NC2CCS(=O)(=O)C2)nc2cc(Cl)ccc2c1=O (stereo not drawn) | 1% | -5% | 1% | 5% | 6.8%
O=C(NC(=S)Nc1ccccc1N1CCCC1)c1ccccc1[N+](=O)[O-] | 8% | -1% | 78% | -3% | 2.5%
Cc1c(NS(=O)(=O)N2CCCCC2)c(=O)n(-c2ccccc2)n1C | 1% | 10% | -9% | 1% | 5.1% | inhibitors of VEEV 10K pilot screen=0.1
Cc1nc(NC(=O)COC(=O)CCc2ccccc2)c(Cl)cc1Cl | 8% | -4% | 67% | x | 1.4%
CC(=O)c1ccc(NC(=O)NC2CCCCCCC2)cc1 | u | -15% | 62% | -6% | 6.2%
Cc1c(C(=O)NC2CCCC2)oc2ccccc12 | 9% | 0% | 64% | x | 3.2%
Cc1cc(NCCc2ccccc2F)n2ncnc2n1 | 3% | -6% | -1% | -5% | 0.4%
CCCCN(C(=O)/C=C/c1ccco1)c1c(N)n(CCC)c(=O)[nH]c1=O | 0% | 1% | -1% | 0% | 0.1%
C=CCn1c(SCC(=C)C)nc2c1c(=O)[nH]c(=O)n2C | -20% | -6% | x | -8% | 0.5%
NNC(=O)C12CC3CC(C1)CC(n1ncnn1)(C3)C2 | -5% | -2% | -25% | -4% | 0.7%
COc1ccccc1N(O)C1CC(=O)N(c2ccc(F)cc2)C1=O (stereo not drawn) | 11% | 4% | 62% | 0% | 7.2%
CCOC(=O)c1nn(-c2ccccc2C)c2nc(CC(C)C)c(C#N)c(=O)n12 | -14% | -2% | 17% | 3% | i
COc1ccc(C(=O)Nc2ccc(S(=O)(=O)N3CCOCC3)cc2)cc1 | -5% | x | 7% | 0% | 1.3%
COc1ccccc1NS(=O)(=O)c1cc(NC(=S)NCC2CCCO2)ccc1C (stereo not drawn) | -5% | -1% | -8% | 8% | 7.0%

An excerpt from above in order of number of heavy atoms, high to low:
SMILES | M. tuberculosis HTS | influenza NS1A | tuberculosis growth | Salmonella PhoP GFP | inhibitors of VEEV | others
COc1cc(NS(=O)(=O)c2ccc(Nc3nc(-c4ccccn4)cs3)cc2)nc(OC)n1 | 6% | -6% | 1% | -1% | 6.4% | inhibitors of VEEV 10K pilot screen=0.2
CCOC(=O)c1nn(-c2ccccc2C)c2nc(CC(C)C)c(C#N)c(=O)n12 | -14% | -2% | 17% | 3% | i
CCCCN(C(=O)/C=C/c1ccco1)c1c(N)n(CCC)c(=O)[nH]c1=O | 0% | 1% | -1% | 0% | 0.1%
NNC(=O)C12CC3CC(C1)CC(n1ncnn1)(C3)C2 | -5% | -2% | -25% | -4% | 0.7%
O=C(O)CN1CCN(Cc2ccc(Cl)cc2)C1=O | -3% | -3% | -12% | -6% | 0.2%

Fetched by structure from the entries so far:
SMILES | M. tuberculosis HTS | influenza NS1A | tuberculosis growth | Salmonella PhoP GFP | inhibitors of VEEV | others
COc1ccccc1S(=O)(=O)Cc1ccc(C(=O)NC2CCCCCC2)o1 | -7% | 5% | 1% | -8% | 2.0%
O=C(NCC(=O)N(c1cccnc1)C(C(=O)NC1CCCC1)c1ccco1)c1cccs1 (stereo not drawn) | -6% | 4% | 4% | 9% | 0.5%

Later entries
SMILES | M. tuberculosis HTS | influenza NS1A | tuberculosis growth | Salmonella PhoP GFP | inhibitors of VEEV | others
O=C(Cc1cccc(NC(=O)C2CCCN(C(=O)CCc3ccccc3)C2)c1)Nc1cccc(C(=O)N2CCCC2)c1 (stereo not drawn) | -6% | -1% | 24% | x | 3.2%
CC(C)/C(=N\NS(=O)(=O)c1ccc(Br)cc1)c1cccs1 | -5% | 0% | 21% | 10% | 1.5%
CC(O)c1nc2ccccc2n1CC(=O)Nc1ccc2c(c1)OCCO2 (stereo not drawn) | 0% | 2% | -18% | -2% | 0.3%
COC(=O)c1nc2ccc(N3CCOCC3)cc2c(C)c1C(=O)OC | -1% | -6% | -11% | -19% | 1.2%
CC(CCc1ccc(O)cc1)NC1c2ccccc2-c2ccccc21 (stereo not drawn) | -7% | -1% | 43% | -7% | 0.7%
C=C(C)CSc1nnc([C@H](CCSC)NC(=O)OC(C)(C)C)o1 | -1% | -1% | 15% | 3% | 0.5%
COc1cc([N+](=O)[O-])ccc1NC(=O)NCC1CCN(Cc2ccc(Cl)cc2)CC1 | 24% | -15% | 75% | -15% | 3.3%
O=C(COc1ccccc1)N1CCN(S(=O)(=O)Cc2ccccc2)CC1 | -6% | -3% | 8% | 3% | i
COc1cccc(OC)c1C(=O)N=c1sc2cc(S(C)(=O)=O)ccc2n1C | -6% | -18% | -21% | -13% | 1.3%
COc1ccc(-c2nc(Cn3c(SCc4ccc(F)cc4)nc4ccncc43)c(C)o2)cc1OC | 48% | 6% | 59% | -2% | 3.4%
O=C1CC(C(=O)NC2CCCCC2)C(c2ccccc2)O1 (stereo not drawn) | 5% | -61% | -9% | -6% | i
Cc1ccc(CN2C(=O)c3ccccc3C2C(=O)NCc2cccnc2)cc1 (stereo not drawn) | -9% | 5% | x | -4% | 1.0%
O=C(O)COc1nsnc1N1CCOCC1 | -5% | 4% | 2% | 0% | 1.3%
CCC(=O)NS(=O)(=O)c1cccnc1Nc1ccc(Cl)cc1 | -14% | -7% | 6% | 2% | 1.7%
O=S(=O)(NCc1ccc2c(c1)OCO2)c1cnc[nH]1 | -7% | 1% | -4% | -6% | 0.7%
Cc1cccc(NC(=O)c2cc([N+](=O)[O-])ccc2N2CCCCC2)n1 | -2% | 6% | -24% | 6% | i
CCOC(=O)C1(Cc2cccc(F)c2)CCN(C(=O)c2cnccn2)CC1 | 0% | -3% | -3% | -8% | 1.4%
COc1ccc(NS(=O)(=O)c2cc(NC(=O)c3ccccn3)ccc2OC)cc1Br | -3% | -2% | 27% | x | 4.9%
O=C(CSc1nnc(-c2ccco2)o1)c1ccc(F)c(F)c1 | -7% | -19% | u | 6% | i
COc1ccc([C@@H]2[C@@H]3C(=O)N(C(C)(C)C)C(=O)[C@@H]3[C@]3(Cc4ccccc4)C(=O)N(c4ccc(C(F)(F)F)cc4)C(=O)N23)cc1 | u | 2% | 15% | 11% | i
CCCCN1C(=O)c2ccc(C(=O)NCCN3C(=O)S/C(=C\c4cccnc4)C3=O)cc2C1=O | -4% | -1% | 14% | -6% | i
Cc1ccc(S(=O)(=O)N(C)C)cc1NC(=O)CSc1nc2ccccc2c(=O)n1CC1CCCO1 (stereo not drawn) | -20% | -11% | -3% | -4% | 8.2%
CC(C)CCNC(=O)CN(Cc1ccccc1)C(=O)CCC(=O)Nc1ccccn1 | -5% | 9% | 4% | -5% | 0.4%
CCOC(=O)N/N=C\c1ccc(-c2cccc(C(F)(F)F)c2)o1 | 26% | -4% | -9% | 5% | 2.6%
C[C@H](CO)N1C[C@H](C)[C@@H](CN(C)Cc2ccc(C(=O)O)cc2)Oc2ccc(NC(=O)Cn3cnnn3)cc2C1=O | -10% | 0% | -17% | x | 0.1%
CC(=O)NNc1nc(-c2ccccc2)c2cc(Br)ccc2n1 | -11% | 6% | -18% | 9% | 7.1%
COc1ccc(C2CC(c3cccs3)=NN2c2nc(-c3ccccc3)cs2)cc1OC (stereo not drawn) | -1% | 2% | 18% | -13% | 1.1%
O=C(Nc1ccc(F)cc1)c1cccc(NC(=O)C2C3CC4OC(=O)C2C4C3)c1 (stereo not drawn) | -6% | -4% | -3% | 8% | 1.6%
COc1cccc(N2C(=O)CC(N3CCN(S(=O)(=O)c4ccccc4[N+](=O)[O-])CC3)C2=O)c1 (stereo not drawn) | x | -8% | x | x | 2.2%

Assay outcomes: PubChem, Southern Research Specialized Biocontainment Screening Center
